N370S GC: inhibits or activates N370S mutant glucocerebrosidase | P04062 | N370S GC spleen homogenate, 4MU-glucoside fluorescence | Potency, µM (doses to about 59.4 µM), inactives show top-dose activity change, negative = inhibition, most hits filed as inhibitors | 330,000 compounds, 0.092% hits;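 further: 0% = full enzyme activity and -100% = no enzyme basal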
KAT2A inh: GCN5L2 (KAT2A) acetyltransferase inhibition; AID 504327; Q92830; Potency, µM (doses to about 58.9 µM), for inactives: at the top dose activity change, negative = inhibition, actives largely listed as inhibitors; GCN5L2 HAT assay, ThioGlo1 CoA-SH fluorescence; 390,000 compounds, 0.21% hits
Target sequence (Q92830 whole entry, looked up): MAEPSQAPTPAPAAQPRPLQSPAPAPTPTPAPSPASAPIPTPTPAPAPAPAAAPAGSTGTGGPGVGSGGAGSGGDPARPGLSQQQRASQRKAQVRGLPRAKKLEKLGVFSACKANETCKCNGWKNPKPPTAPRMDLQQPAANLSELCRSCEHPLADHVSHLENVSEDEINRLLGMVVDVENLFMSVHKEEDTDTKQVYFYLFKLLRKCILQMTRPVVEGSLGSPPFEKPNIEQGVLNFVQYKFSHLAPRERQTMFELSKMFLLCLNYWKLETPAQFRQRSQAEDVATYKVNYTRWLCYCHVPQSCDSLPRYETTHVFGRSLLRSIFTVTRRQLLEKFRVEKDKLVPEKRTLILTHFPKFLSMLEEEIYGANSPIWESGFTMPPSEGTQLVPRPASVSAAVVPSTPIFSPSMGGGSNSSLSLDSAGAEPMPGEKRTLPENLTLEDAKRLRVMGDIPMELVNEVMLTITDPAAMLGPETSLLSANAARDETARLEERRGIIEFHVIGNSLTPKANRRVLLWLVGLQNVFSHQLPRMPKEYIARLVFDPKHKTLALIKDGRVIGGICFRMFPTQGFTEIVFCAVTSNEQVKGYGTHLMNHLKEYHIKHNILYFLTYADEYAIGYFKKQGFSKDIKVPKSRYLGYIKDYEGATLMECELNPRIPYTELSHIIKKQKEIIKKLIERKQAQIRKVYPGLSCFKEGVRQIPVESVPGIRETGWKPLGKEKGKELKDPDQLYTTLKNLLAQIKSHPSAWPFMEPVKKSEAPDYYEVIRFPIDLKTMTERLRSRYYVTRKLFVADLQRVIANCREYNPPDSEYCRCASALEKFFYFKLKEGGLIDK
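Titration-based screen in which CoA formation is detected via maleimide probe ThioGlo1 (50uM) turning fluorescent on thiol reaction; substrates H3(1-25) 75uM and acetyl-CoA 70uM, GCN5L2 20nM, 20 min incubation at room temperature.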
FEN1 inhibitor: human FEN1 inhibition; Potency, µM (series often up to 114 µM), for the others: at the highest dose activity change, negative = inhibition, actives largely listed as inhibitors; Recombinant FEN1 flap cleavage, fluorescence, 15 min; AID 588795; 390,000 compounds, 0.35% hits; P39748; further: nearly all actives have a fitted effect of over 65% in size
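FEN1 at 10 nM, compound pretreatment for 15 min (room temperature), 50 nM final substrate to initiate; endpoint reads at 0 and 15 min; DMSO-only plates used as vehicle background.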
An asterisk follows results filed as active; ? = inconclusive; / = not tested or not shown; [ ] = another dose, or the depositor's remark. The call rests on the fitted dose curve; in most records, active means well fitted curve in the direction sought with a large enough effect; inconclusive means small, poorly fitted or top-dose-only effect, or another doubt; inactive means no such curve, though single readings can be large; an effect the other way counts as inactive or inconclusive. Unless noted, on the % scale 0 is the no-effect control and ±100 the full control effect; potency means the concentration at half of the fitted maximal effect. Rows are unselected. Share with any hit: about 0.54%.

Every second line gives: N370S GC | KAT2A inh | FEN1 inhibitor
[1] O=C(O)c1cc(-c2ccc(Cl)cc2)n(-c2ccc(Cl)cc2)n1
    6% | -19% | 7%
[2] COc1ccc(Nc2nc(CN3CCOCC3)nc3sc4c(c23)CCC(C)C4)cc1OC (stereo not drawn)
    -4% | -5% | /
[3] CC(C)(C)NC(=O)NC(=O)COC(=O)Cc1c(F)cccc1Cl
    4% | -3% | -6%
[4] CC(=O)NCCC(=O)NCc1ccc(F)cc1
    / | -3% | -1%
[5] Cc1ccc(S(=O)(=O)c2nc(S(C)(=O)=O)sc2N2CCCCC2C)cc1 (stereo not drawn)
    4% | -3% | -22%
[6] Cc1ccc(N(C(C)C(=O)N2CCCC2)S(C)(=O)=O)cc1 (stereo not drawn)
    2% | ? | -7%
[7] Cc1ccc(Cc2nc3ccccc3nc2SCC(=O)Nc2cccc(C(F)(F)F)c2)cc1
    / | -6% | -15%
[8] O=S1(=O)c2ccccc2N(Cc2ccc(Cl)cc2F)c2ccccc21
    / | -3% | -1%
[9] O=C(NCCc1ccccc1)c1ccc(CSc2nc3ccncc3n2Cc2ccc(F)cc2)cc1
    / | -1% | -19%
[10] COc1ccc(-c2nn(-c3ccccc3)cc2/C=C(\C#N)C(N)=O)cc1[N+](=O)[O-]
    2% | -8% | -4%
[11] CS(=O)(=O)N1CCc2cc(C(=O)N3CCCCC3)ccc21
    5% | 0% | 2%
[12] Cc1cc(C)cc(Oc2nc3c(C)cccn3c(=O)c2/C=C(\C#N)C(=O)NC2CCS(=O)(=O)C2)c1 (stereo not drawn)
    -3% | 0% | -5%
[13] COc1ccc(CCN(C)C(=O)CSc2nccn2C)cc1OC
    12% | -5% | -2%
[14] CCC(OC(=O)C(C)N1C(=O)C(=O)c2ccccc21)C(=O)Nc1ccccc1OC (stereo not drawn)
    -9% | -6% | 4%
[15] CCc1ccccc1NC(=O)C1CCCN1C(=O)NCc1ccccc1 (stereo not drawn)
    2% | -19% | 1%
[16] CSCCC1NC(=S)N(Cc2ccccc2)C1=O (stereo not drawn)
    -7% | -5% | -18%
[17] C[C@H](CO)N1C[C@H](C)[C@@H](CN(C)S(=O)(=O)c2ccccc2)Oc2c(NC(=O)c3ccncc3)cccc2C1=O
    / | -5% | 33%
[18] COc1cccc(-c2cc(C(=O)Nc3cc(OC)c(OC)c(OC)c3)no2)c1
    -6% | -2% | ?
[19] O=C(CSc1cccc[n+]1[O-])N1CCc2ccccc21
    -2% | 0% | 19%
[20] Cc1nc(C)c(C(=O)Nc2nc3c(C)cccc3s2)o1
    5% | -18% | ?
[21] CCC(=O)c1ccc(OCC(=O)N(CC)CC(=O)Nc2ccccc2OC)cc1
    / | -7% | 2%
[22] O=C(O)c1ccc(NCc2ccc3c(c2)OCO3)cc1
    6% | -3% | -2%
[23] Cc1cc(Cl)ccc1OCCCC(=O)NCCCn1ccnc1
    -9% | -4% | 4%
[24] COc1ccc(N2CC(C(=O)N[C@@H](C)C(=O)N3CCCCC3)CC2=O)cc1 (stereo partly drawn)
    1% | -4% | 7%
[25] CCNC(=S)N/N=C/c1cccc(OCc2c(F)cccc2Cl)c1
    14% | -7% | -4%
[26] Cc1ccc(OCC(=O)Nc2nc(C)c(Cl)cc2Cl)c([N+](=O)[O-])n1
    / | -1% | 6%
[27] COc1ccc(-n2c(=O)c3c4c(sc3n(CC(=O)C(C)(C)C)c2=O)CCCC4)c(OC)c1
    / | -7% | -9%
[28] O=C(O)CCCC(=O)Nc1cccc(C(F)(F)F)c1
    -19% | 2% | -6%
[29] Cc1ccc2c(C)c(C(=O)Nc3nnc(C)s3)oc2c1
    -11% | -8% | -2%
[30] CNC(=O)Cn1c(C)cc(=O)c2cccc(OC)c21
    -8% | -8% | 10%
[31] O=[N+]([O-])c1ccccc1OCCOc1ccccc1[N+](=O)[O-]
    -7% | -18% | -9%
[32] Cc1cc(NC(=O)CCC(=O)N(CC(=O)NCC2CCCO2)c2ccc3c(c2)OCCO3)no1 (stereo not drawn)
    4% | -7% | -3%
[33] CCN(CC)S(=O)(=O)c1cc(C(=O)NC2CCCCC2)ccc1C
    -6%[2.35 µM] | 1% | -1%
[34] Clc1ccc(-n2ncc3c(NCc4cccnc4)ncnc32)cc1Cl
    -4% | 0% | 10%
[35] COc1ccc(-c2nc(CN3CCCCC3CCc3ccccn3)c(C)o2)cc1 (stereo not drawn)
    -21% | -10% | 12%
[36] Cc1ccc(NS(=O)(=O)c2cc(C(=O)N3CCc4ccccc4C3)ccc2Cl)cc1
    -2% | -13% | 6%
[37] Cc1ccc(Nc2nc(-c3ccccc3)c(CC(=O)O)s2)cc1
    -5% | 1% | 2%
[38] O=C(CCCN1C(=O)c2ccccc2C1=O)NCC1CCCO1 (stereo not drawn)
    -1% | -1% | 8%
[39] CCOC(=O)N1CCN(C(=O)CSCC(=O)N=c2sc3ccccc3n2C)CC1
    2% | / | -1%
[40] COC(=O)CNc1c(-c2ccccn2)nc2ccc(Br)cn12
    -2% | 1% | 1%
[41] COc1ccccc1NC(=O)N1CCCC1C(=O)NCc1ccccc1 (stereo not drawn)
    5% | -5% | 6%
[42] Cc1ccc(C)c(NC(=O)CN(C)C(=O)c2cccc(Oc3ccccc3)c2)c1
    / | -13% | 9%
[43] COc1ccc(C(=O)NC(C)c2cnn(-c3ccccn3)c2C)o1 (stereo not drawn)
    1% | -3% | 1%
[44] COc1ccc(N(C(C)=O)C2C=CS(=O)(=O)C2)c(OC)c1 (stereo not drawn)
    -10% | -4% | -7%
[45] O=C(NCCCN1CCN(c2ccc(F)cc2)CC1)NC12CC3CC(CC(C3)C1)C2
    -3% | 7% | -3%
[46] Cc1cccc(OCC(=O)Nc2ccc3nc(Nc4cccc(Cl)c4)cc(C)c3c2)c1
    / | -7% | 4%
[47] COc1cc(Cl)c(C)cc1NC(=O)CN1c2ccccc2S(=O)(=O)c2ccccc21
    / | 1% | -23%
[48] COc1ccc(NC(=O)CSc2nc3ccccc3nc2N2CCOCC2)cc1
    ? | -8% | -17%
[49] O=C(CN(c1cccc(C(F)(F)F)c1)S(=O)(=O)c1ccc(Cl)c([N+](=O)[O-])c1)NCc1ccccc1
    1% | -8% | -2%
[50] CCNC(=S)Nc1cc(C(=O)N2CCCC2)ccc1N1CCCC1
    -30% | 1% | -9%
[51] CC(NC(=O)CN(Cc1ccccc1)S(=O)(=O)c1ccccc1)c1cccnc1 (stereo not drawn)
    / | 0% | -1%
[52] CCCCNC(=O)C1CCN(Cc2nc(-c3ccc(OC)c(OC)c3)oc2C)CC1
    / | -6% | -17%
[53] Cn1c(=O)c2c(nc(N3CCCC3)n2C)n(C)c1=O
    0% | -2% | -14%
[54] CC(C)CCOc1ccc(C(=O)C[N+]2(C)CCOCC2)cc1
    6% | 2% | -2%
[55] CCN(C(=O)COC(=O)CNC(=O)c1sc2ccccc2c1Cl)C1CCCCC1
    -3% | -4% | 5%
[56] COc1ccc(C2CC(c3cccs3)=NN2C(=O)CSC2=NCCS2)cc1 (stereo not drawn)
    27% | -10% | 7%
[57] CCOC(=O)C1=C(C)C/C(=N\NC(=O)c2ccccc2O)CC1
    -26% | -3% | -7%
[58] Cc1ccc(S(=O)(=O)N2CCOCC2)cc1NC(=O)CSc1nnnn1C
    -14% | -4% | 17%
[59] CCOC(=O)N1CCC2(CC1)C(C#N)=C(N)OC1=C2C(=O)CC(C)(C)C1
    -27% | -10% | 2%
[60] Cc1nc(SCC(=O)N2CCN(c3ccccn3)CC2)c(C#N)c(C)c1C
    / | -8% | -5%

More results:
Every second line gives: N370S GC | KAT2A inh | FEN1 inhibitor
[61] Cc1ccc(C(=O)Nc2ccc(SC(F)F)cc2)s1
    -8% | -2% | 1%
[62] COC(=O)C1=NN(c2ccccc2)C2C(=O)N(c3ccccc3OC)C(=O)C12 (stereo not drawn)
    -2% | -5% | 1%
[63] COc1ccc(N/C(N)=N/c2nc(C)cc(C)n2)c(OC)c1
    12% | -6% | -12%
[64] CCN(C(=O)CSc1nc2ccccc2c(=O)n1-c1ccccc1F)C1CCS(=O)(=O)C1 (stereo not drawn)
    / | -1% | 18%
[65] Cc1cc(C)c(O)c(NC(=S)NC(=O)Cc2ccccc2)c1
    -8% | -6% | 1%
[66] Cc1sc2ncnc(Oc3ccc(-n4ccnc4)cc3)c2c1C
    -6% | 0% | 10%
[67] C=CCNC(=O)C(C#N)c1nc2ccccc2nc1N1CCN(Cc2ccccc2)CC1 (stereo not drawn)
    2% | -4% | 1%
[68] Cc1oc(-c2ccc(Cl)cc2)nc1CS(=O)CC(=O)NCc1ccc2c(c1)OCO2 (stereo not drawn)
    -13% | -26% | -8%
[69] Cc1ccc(NC(=S)NNC(=O)c2c(Cl)c(C)nn2C)cc1
    -5% | -2% | 3%
[70] O=C(Cc1ccccc1[N+](=O)[O-])NCc1ccc(Cl)cc1
    13% | -3% | 7%
[71] O=C(COc1ccc2c3c(c(=O)oc2c1)CCC3)NC(Cc1ccc(Cl)cc1)C(=O)O (stereo not drawn)
    2% | -13% | 4%
[72] O=c1c2cnn(-c3ccc(F)cc3)c2ncn1Cc1cccc(Cl)c1
    / | 0% | 14%
[73] COC1CCN(Cc2c(C(=O)N3C[C@@H](C)O[C@@H](C)C3)nc3ccc(Cl)cn23)CC1
    -16% | 0% | 18%
[74] O=C(NC(=S)Nc1cccc(O)c1)c1ccco1
    -8% | -5% | -15%
[75] CC1CC(C)CN(C(=O)CSCC(=O)Nc2nc(-c3cccs3)cs2)C1 (stereo not drawn)
    7% | -3% | ?
[76] COc1ccc(CCNC(=O)c2cnn3cccnc23)cc1OC
    2% | -11% | 0%
[77] CCN(CCCNC(=O)c1nn(-c2ccc(C)cc2)c(=O)c2c1c1ccccc1n2C)c1cccc(C)c1
    / | -1% | 0%

Compounds from the list above with fluorine (12):
Every second line gives: N370S GC | KAT2A inh | FEN1 inhibitor
[3] CC(C)(C)NC(=O)NC(=O)COC(=O)Cc1c(F)cccc1Cl
    4% | -3% | -6%
[4] CC(=O)NCCC(=O)NCc1ccc(F)cc1
    / | -3% | -1%
[7] Cc1ccc(Cc2nc3ccccc3nc2SCC(=O)Nc2cccc(C(F)(F)F)c2)cc1
    / | -6% | -15%
[8] O=S1(=O)c2ccccc2N(Cc2ccc(Cl)cc2F)c2ccccc21
    / | -3% | -1%
[9] O=C(NCCc1ccccc1)c1ccc(CSc2nc3ccncc3n2Cc2ccc(F)cc2)cc1
    / | -1% | -19%
[25] CCNC(=S)N/N=C/c1cccc(OCc2c(F)cccc2Cl)c1
    14% | -7% | -4%
[28] O=C(O)CCCC(=O)Nc1cccc(C(F)(F)F)c1
    -19% | 2% | -6%
[45] O=C(NCCCN1CCN(c2ccc(F)cc2)CC1)NC12CC3CC(CC(C3)C1)C2
    -3% | 7% | -3%
[49] O=C(CN(c1cccc(C(F)(F)F)c1)S(=O)(=O)c1ccc(Cl)c([N+](=O)[O-])c1)NCc1ccccc1
    1% | -8% | -2%
[61] Cc1ccc(C(=O)Nc2ccc(SC(F)F)cc2)s1
    -8% | -2% | 1%
[64] CCN(C(=O)CSc1nc2ccccc2c(=O)n1-c1ccccc1F)C1CCS(=O)(=O)C1 (stereo not drawn)
    / | -1% | 18%
[72] O=c1c2cnn(-c3ccc(F)cc3)c2ncn1Cc1cccc(Cl)c1
    / | 0% | 14%
